MEX-5 binding: MEX-5 zinc finger RNA-binding disruptors – biochemical, C. elegans, fluorescence polarization, MLPCN library, primary screen | Zinc finger protein mex-5 (Caenorhabditis elegans), Q9XUB2 | activity score (negative = inhibition of binding), % at 10 µM | MEX-5/FITC-TCR2 RNA binding; hits give low values | 300,000 tested, 0.38% active;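 active = inhibition past about -25% in most replicates, and total fluorescence under double the plate's negative control median, limit read from the data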;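 also: 0% = DMSO and -100% = 5 µM competing unlabeled TCR2 RNA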
Target sequence (Q9XUB2 whole entry, looked up): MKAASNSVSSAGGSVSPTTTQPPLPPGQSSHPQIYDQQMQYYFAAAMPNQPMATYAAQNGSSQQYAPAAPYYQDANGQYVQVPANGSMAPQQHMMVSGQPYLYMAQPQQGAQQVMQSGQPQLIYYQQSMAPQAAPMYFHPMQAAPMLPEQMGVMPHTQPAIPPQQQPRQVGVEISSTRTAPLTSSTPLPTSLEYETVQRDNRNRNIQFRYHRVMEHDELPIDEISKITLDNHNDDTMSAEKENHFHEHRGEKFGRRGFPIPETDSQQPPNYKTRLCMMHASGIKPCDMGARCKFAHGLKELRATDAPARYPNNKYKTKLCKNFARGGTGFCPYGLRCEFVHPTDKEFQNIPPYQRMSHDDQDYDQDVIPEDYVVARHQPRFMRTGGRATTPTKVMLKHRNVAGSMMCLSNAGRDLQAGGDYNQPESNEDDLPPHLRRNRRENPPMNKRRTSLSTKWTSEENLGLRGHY
Bcl-xL primary: inhibitors of human Bcl-xL, primary screen, biochemical, fluorescence polarization, HTS; 320,000 tested, 0.7% active; inhibition, % at 10.9 µM; GST-Bcl-xL / FITC-Bim BH3 peptide fluorescence polarization;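 active = inhibition above the mean of all tested compounds plus 3 SD, cutoff set per campaign, cut at about 30% in these data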;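 also: 0% = DMSO wells and 100% = unlabeled Bim-BH3 peptide competitor; inhibitors lower millipolarization by displacing the labeled peptide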
GRK2 inh: compounds blocking aptamer binding on GRK2 – biochemical, human GRK2, bead flow cytometry, HTS, primary screen; Beta-adrenergic receptor kinase 1 (Homo sapiens), P25098; FAM-aptamer displacement from GRK2; inhibition of aptamer binding, % at 10 µM; 330,000 tested, 0.59% active; AID 488847, 2010;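 active = inhibition of aptamer binding above 40%, roughly 3 SD of noise, on plates passing a quality check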;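 also: median bead fluorescence of bound FAM aptamer so fluorescent compounds give negative values; no value below 0 was filed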
GLD-1 TGE inh: GLD-1/TGE RNA complex disruptors, primary screen, biochemical, fluorescence polarization; Female germline-specific tumor suppressor gld-1 (Caenorhabditis elegans), Q17339; purified GLD-1 + fluorescein TGE RNA; AID 2280, 2010; 320,000 tested, 0.44% active; inhibition, % at 5.96 µM;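 active = percent inhibition above a per-plate cutoff, the plate mean of test compounds plus 3 SD, cut at about 30% in these data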;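 also: 0% = DMSO wells with GLD-1 and probe and 100% = wells lacking GLD-1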
Yeast superoxide: reduction of superoxide in aged yeast, primary screen, HTS | S. cerevisiae aged cells, superoxide DHE fluorescence; hits give low values | superoxide response (% of plate mean), % at 10 µM | 330,000 tested, 0.18% active | AID 2690, 2010;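 active = superoxide response under a set limit, about three screen SD below normal, cut at about 65% in these data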;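 also: yeast aged for seven days with compound at 30 °C before DHE staining; 100% = average MFI of all compound-treated wells on the plate with controls excluded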
VLA-4 inh: inhibition in human VLA-4 binding assay, primary screen, VLA-4 allosteric modulator project, MLPCN library, flow cytometry, VLA-4 expressing cells; Integrin alpha-4 (Homo sapiens), P13612; ligand binding flow cytometry; inhibition, % (about 7 µM as worked out from the volumes in the protocol); 330,000 tested, 0.2% active; AID 2557, 2010; in the data active = inhibition above about 50%
CIT2 TOR yeast: modulators of CIT2-GFP expression in yeast, primary screen, S. cerevisiae, GFP fusion, multiplex flow cytometry, MLPCN library; S. cerevisiae CIT2-GFP strain, 3 h; 100 means same as DMSO wells; GFP response vs DMSO, % at 10 µM; 320,000 tested, 0.065% active; AID 2029, 2009;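 active = GFP response relative to DMSO above a set limit, near the screen mean plus 3 SD, cut at about 150% in these data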;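 also: ratio of well median GFP fluorescence to mean of DMSO wells on the plate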
AGP1 TOR yeast: modulators of AGP1-GFP expression in yeast TOR pathway, primary screen, cell-based, multiplex flow cytometry, S. cerevisiae, MLPCN library; 320,000 tested, 0.02% active; GFP response vs DMSO, % at 10 µM; 3 h; GFP as percent of DMSO wells;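 active = GFP response relative to DMSO above a set limit, near screen average plus 3 SD, cut at about 150% in these data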;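 also: median GFP channel fluorescence of the gated AGP1 strain per well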
MCL1 BIM primary: inhibitors of MCL1 binding to BIM-BH3, primary screen, biochemical, fluorescence polarization. Induced myeloid leukemia cell differentiation protein Mcl-1 (Homo sapiens), Q07820. GST-MCL1 / FITC-Bim-BH3 fluorescence polarization. inhibition, % at 10.9 µM. 320,000 tested, 0.68% active. AID 2057, 2009;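 active = inhibition above the mean inhibition of all tested compounds plus 3 SD, set per campaign, cut at about 40% in these data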;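 also: 0% = DMSO wells and 100% = unlabeled Bim-BH3 peptide control; higher means more loss of mP so more displacement of Bim peptide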
Target sequence (Q07820 whole entry, looked up): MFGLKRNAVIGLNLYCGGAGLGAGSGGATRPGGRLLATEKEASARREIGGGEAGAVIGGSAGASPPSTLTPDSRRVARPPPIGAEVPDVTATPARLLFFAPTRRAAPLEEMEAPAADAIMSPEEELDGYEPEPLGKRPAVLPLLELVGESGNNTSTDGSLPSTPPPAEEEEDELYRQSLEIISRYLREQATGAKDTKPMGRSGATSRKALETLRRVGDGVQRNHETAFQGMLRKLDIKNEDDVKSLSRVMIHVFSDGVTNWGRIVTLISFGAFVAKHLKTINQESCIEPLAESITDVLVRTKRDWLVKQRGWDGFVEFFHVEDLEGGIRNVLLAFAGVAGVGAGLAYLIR
* marks the source's active call; other numbers are inactive results; x = not tested or not shown. Random draw from the library; overall some 2.1% were active at least once.

smiles	MEX-5 binding	Bcl-xL primary	GRK2 inh	GLD-1 TGE inh	Yeast superoxide	VLA-4 inh	CIT2 TOR yeast	AGP1 TOR yeast	MCL1 BIM primary
Nc1nonc1C(=O)NC(c1ccccc1)c1ccccc1	-2.8	-1	0	6	96	-10	97	101	5
COc1ccc(-c2nnc3ccc(SCC(=O)N4CCOCC4)nn23)cc1	-0.8	0	0	1	102	-9	99	104	-1
COc1cc2cc(CN(CCCO)S(=O)(=O)c3ccccc3)c(=O)[nH]c2cc1OC	0.5	3	10	1	87	18	98	98	-2
COc1cc(O)ccc1C=O	-2.7	-1	0	5	99	1	102	105	1
COc1ccccc1/C=C/C(=O)NCC(=O)N/N=C/c1ccccc1[N+](=O)[O-]	-2.0	6	0	-4	109	13	100	103	13
COCCn1c(SCc2cccc(F)c2)nc2cc(C(=O)OC)ccc2c1=O	1.2	x	0	x	103	14	93	96	x
Cc1nnc2sc(SCC(=O)N3CCCCC3)nn2c1=O	-3.1	2	0	3	119	-10	114	106	-5
NC1=NN=C(N2N=C(c3ccc(Br)cc3)CC2(O)C(F)(F)F)n2ncnc2C1 (centres undefined)	-0.4	-1	1	4	81	26	97	100	-3
COc1ccc(C(=O)CC2(C(=O)O)CCCCC2)cc1	-2.1	0	0	2	91	15	93	93	2
COc1ccc(NS(=O)(=O)c2ccc(NC(=O)Cc3cccs3)cc2)cc1	2.2	3	0	-1	105	18	91	102	4
O=C(Nc1ccncc1)C1COc2ccccc2O1 (centres undefined)	-0.6	2	3	3	103	-6	103	97	3
COc1ccc(OC)c(NC(=O)c2ccc(N3C(=O)C4CC=C(C)CC4C3=O)cc2)c1 (centres undefined)	2.5	0	4	-4	107	2	91	89	-4
CC(C)c1nc(SCC(=O)N2CCCC2)c2ccccc2n1	0.5	1	1	8	85	-6	96	102	6
CCn1c(=O)cc(OCC(=O)NCCc2ccc(OC)c(OC)c2)c2ccccc21	0.0	1	0	-2	78	10	97	100	-1
O=C(CN(c1ccccc1)S(=O)(=O)c1ccc(Cl)cc1)Nc1ccccc1C(=O)N1CCCC1	-0.9	0	15	-3	98	-9	108	103	3
O=S1(=O)N=C(N2CCN(Cc3ccccc3)CC2)c2ccccc21	-0.5	6	2	-7	96	2	97	108	4
CSCCC1NC(=S)N(Cc2ccccc2)C1=O (centres undefined)	0.6	16	2	1	89	5	103	100	12
OC(c1nc2ccc(F)cc2[nH]1)C(O)c1nc2ccc(F)cc2[nH]1 (centres undefined)	68	1	0	-1	103	12	94	93	7
COc1cc(OC)cc(C(=O)NNC(=S)NCc2ccco2)c1	2.3	1	0	-7	94	53*	94	95	-5
COc1cccc(CNC(=O)c2nnn(CC(=O)Nc3ccc(Br)cc3)c2N)c1	-1.7	-1	0	-5	163	-2	98	96	-8
CCOC(=O)CSC1=C(C#N)C(=O)NC(c2ccc(OC)cc2)S1 (centres undefined)	-1.5	-2	3	4	97	10	100	105	1
OC[C@H]1NC[C@@H](O)[C@@H]1O	x	9	0	5	94	18	91	102	-5
Cc1ccc(C)c(C(=O)NC(C)CCc2ccccc2)c1 (centres undefined)	2.4	-7	7	6	87	27	100	97	-12
CCC/C(=C1/c2ccccc2C(=O)N1c1ccccc1)c1ccc2c(c1)OCCO2	x	4	0	-9	101	-14	94	95	1
COc1ccc(Nc2nc(N)nc(CN3CCC(Cc4ccccc4)CC3)n2)cc1	-3.8	6	0	-1	97	8	107	102	7

Single records, from the list above:
COc1cc(OC)cc(C(=O)NNC(=S)NCc2ccco2)c1 in the list: MEX-5 binding: 2.3; Bcl-xL primary: 1; GRK2 inh: 0; GLD-1 TGE inh: -7; Yeast superoxide: 94; VLA-4 inh: 53*; CIT2 TOR yeast: 94; AGP1 TOR yeast: 95; MCL1 BIM primary: -5
COc1cccc(CNC(=O)c2nnn(CC(=O)Nc3ccc(Br)cc3)c2N)c1 in the list: MEX-5 binding: -1.7; Bcl-xL primary: -1; GRK2 inh: 0; GLD-1 TGE inh: -5; Yeast superoxide: 163; VLA-4 inh: -2; CIT2 TOR yeast: 98; AGP1 TOR yeast: 96; MCL1 BIM primary: -8

(more compounds)
smiles	MEX-5 binding	Bcl-xL primary	GRK2 inh	GLD-1 TGE inh	Yeast superoxide	VLA-4 inh	CIT2 TOR yeast	AGP1 TOR yeast	MCL1 BIM primary
CN(C)S(=O)(=O)c1cccc(NC(=O)COc2cccc(C#N)c2)c1	0.3	-2	0	0	91	15	90	90	-15
COc1cc(NC(=O)Cn2cnc(S(=O)(=O)N3CCC(C)CC3)c2)cc(OC)c1OC	0.8	2	0	2	98	5	104	94	-1
CN1CCN(c2ccc(S(=O)(=O)N3CCCCC3)cc2NC(=O)COc2cccc(Cl)c2)CC1	-1.4	-8	0	7	125	10	92	96	-15
CC1CCCC(C)N1C(=O)COC(=O)CSc1ccc(C(N)=O)cc1[N+](=O)[O-] (centres undefined)	0.7	1	2	4	80	-7	100	103	-9
CCc1nn(C(C)C(=O)NCCN2CCN(c3cccc(C)c3C)CC2)c(=O)c2cc3occc3n12 (centres undefined)	3.0	8	0	0	112	-12	108	106	14
O=C1Nc2ccccc2N(O)N1c1cc(-c2ccc(Cl)cc2)[nH]n1	-2.8	3	7	0	80	8	104	101	15
O=C(CNC(=O)C1CCCCC1)Nc1ccc(Cl)cc1	1.2	1	2	-2	91	-1	x	100	1
COc1ccc(N2CCN(CCCNC(=O)Nc3ccccc3)CC2)cc1	-1.1	7	0	4	99	2	83	86	18
CC(=O)N1N=C(c2cccc(Cl)c2)OC1c1cccc([N+](=O)[O-])c1 (centres undefined)	2.5	4	0	-1	104	9	95	102	-2
CCCCSc1nnc(-c2ccc(OC)cc2)n1C	-2.0	2	2	6	95	1	94	96	-3
Cc1cc(/C=C(\C#N)C(=O)NCc2cccs2)c(C)n1-c1ccccc1F	-0.9	1	0	2	106	14	x	104	-8
Cc1ccc(C2(C)NC(=O)N(CC(=O)Nc3nc(-c4ccccn4)cs3)C2=O)cc1 (centres undefined)	-6.2	21	4	-3	95	-4	80	86	17
CC(=O)c1ccc(NC(=O)NC2CC(=O)N(c3ccc4c(c3)OCCO4)C2)cc1 (centres undefined)	2.1	-1	0	0	89	-14	100	102	-5
NC(=O)c1ccc(/C=N/O)[n+](Cc2ccccc2)c1	-2.1	3	2	-2	102	-5	104	103	4
N#Cc1ccccc1Sc1ccccc1C(=O)OCC(N)=O	x	-9	0	0	132	-2	108	105	-16
CC1CN(S(=O)(=O)c2cccc(C(=O)NCc3ccc4c(c3)OCO4)c2)CC(C)O1 (centres undefined)	-1.9	3	0	-12	99	2	92	97	-2
CCC1CCc2[nH]nc(C(=O)O)c2C1 (centres undefined)	0.8	3	1	5	120	12	89	95	3
CC(C)CC(=O)N1CCN(Cc2ccc3ccccc3c2)CC1	-2.0	0	2	0	95	5	100	98	5
CCOC(=O)NC1(Nc2cccc(Cl)c2)Oc2ccccc2O1	x	19	20	-2	103	-5	98	94	31
Cc1cccc(C)c1NC(=O)CNC(=O)c1c(C)nn(C)c1Cl	-0.1	3	0	-4	92	-7	114	103	6
O=C(CNC(=O)c1ccncc1)Nc1ccc(F)c(F)c1	-0.4	1	0	12	87	-5	100	121	0
CCCCN(CC)CCNC(=O)CN1C(=O)COc2ccc(S(=O)(=O)N3CCCC3)cc21	2.8	0	0	2	95	12	99	96	-6
CCOC(=O)CCCCC(=O)c1[nH]c(=O)[nH]c1C[n+]1ccccc1	-4.8	13	0	2	109	-5	96	100	1

Seven entries picked at random from the list so far:
smiles	MEX-5 binding	Bcl-xL primary	GRK2 inh	GLD-1 TGE inh	Yeast superoxide	VLA-4 inh	CIT2 TOR yeast	AGP1 TOR yeast	MCL1 BIM primary
CC1CN(S(=O)(=O)c2cccc(C(=O)NCc3ccc4c(c3)OCO4)c2)CC(C)O1 (centres undefined)	-1.9	3	0	-12	99	2	92	97	-2
Cc1cc(/C=C(\C#N)C(=O)NCc2cccs2)c(C)n1-c1ccccc1F	-0.9	1	0	2	106	14	x	104	-8
Cc1cccc(C)c1NC(=O)CNC(=O)c1c(C)nn(C)c1Cl	-0.1	3	0	-4	92	-7	114	103	6
COc1cc(NC(=O)Cn2cnc(S(=O)(=O)N3CCC(C)CC3)c2)cc(OC)c1OC	0.8	2	0	2	98	5	104	94	-1
CCOC(=O)NC1(Nc2cccc(Cl)c2)Oc2ccccc2O1	x	19	20	-2	103	-5	98	94	31
COc1ccc(N2CCN(CCCNC(=O)Nc3ccccc3)CC2)cc1	-1.1	7	0	4	99	2	83	86	18
O=C1Nc2ccccc2N(O)N1c1cc(-c2ccc(Cl)cc2)[nH]n1	-2.8	3	7	0	80	8	104	101	15
